PLAP inhibitors HTS: inhibition of human placental alkaline phosphatase – biochemical, luminescence, HTS (AID 690); purified PLAP, luminescent substrate; higher % means a stronger effect; inhibition, % at 20 µM, or IC50 in µM where a hit was titrated; hit rate 0.08% among 96,000; in the data active = a potency from the dose series; inactive = the rest, 99 in 100 with inhibition below about 30%; also: strong numbers were not always called active
MRP resist rev: MRP-mediated drug resistance reversal; AID 602; H69AR cells + 2 uM doxorubicin, CellTiter-Glo, 72 h; hit rate 0.04% among 85,000; differential viability (reversal), % at 10 µM;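 active = viability drop by adding the cancer drug above about 55%, with treated viability meeting a 40% cutoff, limit read from the data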;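 also: viability without doxorubicin minus viability with 2 µM doxorubicin for each compound; larger differential means the compound sensitizes cells more to doxorubicin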
NFkB transloc inh: blocks IL-1B driven NFkB nuclear translocation in HUVEC cells; HUVEC IL-1B NFkB p65 nuclear translocation imaging; inhibition, % at 2 µM; hit rate 0.43% among 94,000; AID 796;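 active = inhibition above about 30% together with a positive call from visual inspection of the well image, limit read from the data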;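 also: nuclear over cytoplasmic p65 intensity ratio measured by imaging; 0% = IL-1B stimulated DMSO wells and 100% = unstimulated DMSO wells; values of inactives mirror those of a sister screen read the other way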
Bcl-B displacement: displacers of TR3 peptide from Bcl-B, primary screen, selectivity assay for Bfl-1 inhibitor project, biochemical, fluorescence polarization | FP displacement of FITC-TR3 peptide from Bcl-B; higher % means a stronger effect | one-dose displacement, % at 20 µM; IC50 in µM for titrated hits | hit rate 0.11% among 96,000 | AID 748;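 active = displacement above 50% at 20 µM plus a fluorescence interference ratio under 1.5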;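 also: plate controls were wells without compound for no effect and wells lacking Bcl-B protein for full effect; a part of the inactive calls stands beside numbers as strong as those of hits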
NFkB transloc pot: enhances IL-1B driven NFkB nuclear translocation. HUVEC IL-1B NFkB p65 nuclear translocation imaging. activation, % at 2 µM. hit rate 0.3% among 94,000;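 active = activation above 40%, about the mean plus 3 SD, also judged a hit on visual image review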;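 also: percent activation is computed from the nuclear over cytoplasmic p65 intensity ratio; values of inactives mirror those of a sister screen read the other way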
MRP resist rev cytotoxicity: further read-out of MRP resist rev, marked with its call; viability, %; H69AR cells, CellTiter-Glo, 72 h; measured here: cytotoxicity without doxorubicin
MRP resist rev with doxorubicin: recorded beside MRP resist rev, whose call it bears; viability, %; measured here: viability with 2 uM doxorubicin; stronger effect = lower value
NFkB transloc inh cell count 2 µM: second read-out of NFkB transloc inh, no call of its own (marks repeat the call); cell count; measured here: cells passing quality filter;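 raw number of nuclei counted in each imaged well without normalization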
NFkB transloc pot cell count 2 µM: recorded beside NFkB transloc pot, whose call it bears; cell count; measured here: cells passing quality filter
Starred values were filed as active, the others as inactive; nt = not tested or not shown. An excerpt. The share of hits here may be higher or lower than overall.

SMILES	PLAP inhibitors HTS	MRP resist rev	MRP resist rev cytotoxicity	MRP resist rev with doxorubicin	NFkB transloc inh	NFkB transloc inh cell count 2 µM	Bcl-B displacement	NFkB transloc pot	NFkB transloc pot cell count 2 µM
COc1ccc(OC)c(-c2cc(C(=O)N3CCN(c4ncccn4)CC3)c3ccccc3n2)c1	-29%	1	30	29	-9	92	0%	9	92
O=C(C1CCN(S(=O)(=O)N2CCOCC2)CC1)N1CCN(Cc2ccccc2)CC1	-25%	-3	104	107	-6	103	16%	8	103
CC(C)CC(c1nnnn1C(C)C)N1CCN(c2ccccc2)CC1 (configuration not stated)	-20%	8	97	89	-5	166	-10%	5	166
COc1ccc(NC(=O)c2cccc(NC(=O)c3ccco3)c2)c(OC)c1	22%	9	88	80	-27	182	-14%	27	182
COCc1cc(C)nc(OCC(=O)N/N=C/c2cccc(OC)c2)c1C#N	-22%	nt	nt	nt	15	147	-4%	-15	147
CCOC(=O)N1CCN(Cc2cc(=O)oc3cc4c(cc23)CCC4)CC1	-32%	6	85	80	5	81	-1%	-5	81
CCOC(=O)c1c(C)c(C(=O)NCCN2CCOCC2)c(C)n1CC	-32%	16	103	87	-2	126	-9%	2	126
Cc1ccc(-c2cc3nc(-c4ccccc4)cc(N)n3n2)cc1	14%	nt	nt	nt	16	110	-8%	-16	110
CCc1ccc(C2CC(c3ccc(C)cc3)Nc3nc(N)nn32)cc1 (configuration not stated)	-3%	5	98	94	nt	nt	-2%	nt	nt
CCCCCCCOc1ccc(OC(=O)c2cccnc2)cc1	17%	-24	68	92	-32	63	0%	32	63
COc1cccc(C(=O)N(Cc2ccc(N(C)C)cc2)C2CCS(=O)(=O)C2)c1 (configuration not stated)	-11%	5	88	83	-11	140	-3%	11	140
COCCn1c(=O)[nH]c2cc(C(=O)NCCN3CCN(c4ccccc4F)CC3)ccc2c1=O	-9%	-23	78	100	5	140	6%	-5	140
N#CC1=C2SCN(Cc3ccco3)CN2C(=O)CC1c1ccccc1F (configuration not stated)	-19%	-25	40	65	-34	201	-4%	34	201
Cc1occc1C(=O)Nc1sc2c(c1C(N)=O)CCC(C(C)(C)C)C2 (configuration not stated)	-49%	9	82	73	-4	197	-20%	4	197
COC(=O)CSc1ncnc2c1cnn2Cc1ccccc1	6%	nt	nt	nt	-6	199	7%	6	199
Cc1ccc(-c2nn(-c3ccccc3)cc2CSC(=N)N)cc1	57%	nt	nt	nt	3	113	-14%	-3	113
O=C(O)CN1CCN(Cc2ccccc2Cl)C1=O	nt	-4	88	92	-4	122	-12%	4	122
Cc1cc(OCCN2CC(C)OC(C)C2)ccc1[N+](=O)[O-] (configuration not stated)	-18%	nt	nt	nt	-2	116	-4%	2	116
COc1ccc(S(=O)(=O)N(C)CC(=O)N2CCN(C)CC2)cc1C	-8%	6	98	91	3	121	-11%	-3	121
Cc1ccc(N/C(CSC(N)=O)=N\S(=O)(=O)c2ccc(C)cc2)cc1	-8%	-10	84	94	1	165	4%	-1	165
COC(=O)c1ccc(Sc2ccccc2NS(=O)(=O)c2ccc(OC)cc2)nc1	-25%	nt	nt	nt	-15	152	0%	15	152
COc1ccc(N(C)C(=O)CC2(CC(=O)O)CCCCC2)cc1	-14%	-4	83	87	nt	nt	1%	nt	nt
Cc1occc1C(=O)Nc1cc(=O)n(C)c(=O)n1C	10%	6	99	92	15	66	-3%	-15	66
N#Cc1cc2c(nc1SCC(=O)Nc1sc3c(c1C#N)CCC3)CCCCC2	-2%	-14	20	33	-5	144	-10%	5	144
CC(C(N)=O)N1C(=O)c2cccc3cccc1c23 (configuration not stated)	22%	0	79	78	5	73	-13%	-5	73
O=C(Nc1ccc(Cl)c(C(F)(F)F)c1)N1CCCC(O)C1 (configuration not stated)	nt	5	90	85	1	154	nt	-1	154
COc1cc(OC)c(C2SCCN2S(=O)(=O)c2ccc(F)cc2)cc1OC (configuration not stated)	0%	-8	73	82	-24	151	-4%	24	151
Cn1c(Cn2cnc3ccccc32)nc2ccccc21	18%	10	90	80	15	92	-4%	-15	92
COC(=O)c1cc2occc2n1CC(=O)Nc1cc(OC)cc(OC)c1	-7%	8	85	78	-16	94	-2%	16	94
O=C(NC1CCCC1)C(c1cccs1)N(CC1CCCO1)C(=O)Cc1cccs1 (configuration not stated)	-14%	14	87	73	-30	130	-6%	30	130
C=CCn1c(SCC(C)=O)nnc1-c1cc(-c2ccccc2)sc1N	nt	4	63	59	-3	144	nt	3	144
CCN1CCN(c2cc(C)c3cc(NC(=O)c4ccncc4)ccc3n2)CC1	-46%	-2	99	101	4	142	18%	-4	142
O=C(Cn1cccc1)N1CCN(c2ccc(F)cc2)CC1	14%	-2	89	90	-11	202	6%	11	202
COc1ccc2ccccc2c1CN1CCN(Cc2ccccc2)CC1	-48%	-2	77	79	6	168	6%	-6	168
Cc1ccc(Nc2ccc(C(=O)O)cc2N)cc1	-13%	8	96	88	-7	135	-19%	7	135
CN1CCN(S(=O)(=O)c2ccc(NC(=O)c3csc4ccccc34)cc2)CC1	-4%	12	77	64	5	89	-10%	-5	89
CCN(CC)C(=O)c1sc(NC(=O)Cc2ccc(OC)cc2)c(C#N)c1C	-63%	1	94	93	12	149	2%	-12	149
COC(=O)C1=C(Nc2ccc(OC)cc2)C=C(C)C(C(=O)OC)C1c1ccc(C)cc1 (configuration not stated)	-44%	-22	56	78	-7	164	-1%	7	164
C=CCn1c(SCCCC)nc(O)cc1=O	6%	5	101	96	5	156	16%	-5	156
O=C(Nc1cccn(Cc2c(Cl)cccc2Cl)c1=O)c1ccccc1Cl	11%	nt	nt	nt	-3	197	3%	3	197
COc1ccc(-c2nsc3c(N4CCCCC4)ncnc23)cc1	-9%	-20	60	81	-13	174	4%	13	174
O=C(c1ccc2c(c1)OCO2)N(c1ccc(Cl)cc1)C1C=CS(=O)(=O)C1 (configuration not stated)	17%	-2	74	76	nt	nt	-13%	nt	nt
CCc1ccc(OCC(=O)N(C)C)c(Br)c1	20%	7	86	80	5	180	-5%	-5	180
Cc1nn(-c2ccc(F)cc2)c(C)c1NS(=O)(=O)c1ccc(Cl)cc1	-10%	2	75	73	4	156	1%	-4	156
CCOC(=O)c1ccccc1NC(=O)CN(c1cccc(OC)c1)S(C)(=O)=O	-64%	-7	65	72	nt	nt	-8%	nt	nt
CCn1c(COc2ccc(Cl)cc2)nnc1SCC(=O)Nc1ccc2c(c1)OCO2	8%	-2	93	95	19	63	13%	-19	63
COC(=O)c1ccc(NC(=O)CN2CCN(c3ccc(Cl)cc3)CC2)cc1	-10%	-5	79	84	nt	nt	-1%	nt	nt
COCCn1c(COC)nc2ccccc21	6%	5	95	90	-10	83	-8%	10	83
O=C(N/N=C/c1ccc2c(c1)OCO2)c1ccccn1	-23%	nt	nt	nt	5	117	-12%	-5	117
CN1C(=S)SC(/[N+]([O-])=C/c2cccnc2)C1(C)C (configuration not stated)	9%	16	103	88	15	166	-8%	-15	166
CNC(=O)C1=NCCCc2cc(OC)c(OC)cc21	-67%	-9	91	100	-6	189	-6%	6	189
CNC(=O)c1ccccc1F	2%	-2	95	97	4	64	6%	-4	64
Cc1cc(C)nc(NN2C(=O)/C(=C/c3ccccc3)SC2=S)n1	12%	nt	nt	nt	-36	151	0%	36	151
Cc1ccc2nc3n(c(=O)c2c1)CCCCC3	nt	5	99	94	-27	75	nt	27	75
CCCCn1nnnc1SCC(=O)c1cc(Cl)ccc1OC	-16%	-11	86	97	-8	170	-1%	8	170
O=C(Nc1cccnc1)c1cccnc1Cl	nt	-10	84	94	-6	158	nt	6	158
CCc1ccc(-n2c(=O)c3c(C)c(C(=O)N(C)C)sc3n(CC(=O)NCc3ccco3)c2=O)cc1	2%	nt	nt	nt	-1	172	4%	1	172
CCn1c(SCC(=O)Nc2sc3c(c2C#N)CCCC3)nnc1-c1ccco1	-22%	-17	66	82	-3	150	13%	3	150
O=S(=O)(NCCc1csc(-c2ccc(C(F)(F)F)cc2)n1)c1ccc2c(c1)OCCO2	-9%	-9	83	92	14	187	-2%	-14	187
CCOCCCN(C(=O)c1ccco1)C(C(=O)NC1CCCC1)c1cccc(OC)c1OC (configuration not stated)	-66%	21	88	67	10	90	-3%	-10	90

(cont.)
SMILES	PLAP inhibitors HTS	MRP resist rev	MRP resist rev cytotoxicity	MRP resist rev with doxorubicin	NFkB transloc inh	NFkB transloc inh cell count 2 µM	Bcl-B displacement	NFkB transloc pot	NFkB transloc pot cell count 2 µM
O=C(COC(=O)c1cccc(NC(=O)c2ccco2)c1)c1ccc(Br)cc1	15%	5	91	86	19	138	-19%	-19	138
COc1ccc(CN2CCCCC2C)c(C)c1C (configuration not stated)	-2%	-7	84	91	8	67	-9%	-8	67
Cn1cnnc1SCC(=O)c1c[nH]c2ccccc12	-6%	6	82	76	nt	nt	-3%	nt	nt
Cc1ccc(S(=O)(=O)CC(C)N2CCN(C3CCCCC3)CC2)cc1 (configuration not stated)	nt	-6	84	91	-7	133	nt	7	133
CCOC(=O)c1cc2c(=O)n3cccc(C)c3nc2n(CC2CCCO2)c1=NC(C)=O (configuration not stated)	nt	23	52	29	-2	163	nt	2	163
O=C(CSCc1ccc(Br)cc1)N1CCOCC1	-11%	7	113	106	-42	135	-4%	42*	135*
Cc1nnsc1C(=O)NNS(=O)(=O)c1ccccc1	-9%	11	107	96	6	164	-1%	-6	164
COCCCN1C(=O)C(=O)/C(=C(/O)c2ccccc2)C1c1ccc(N(C)C)cc1 (configuration not stated)	4%	11	95	84	-5	132	-1%	5	132
O=C1C(=O)N(CCCn2ccnc2)C(c2cccnc2)/C1=C(/O)c1ccccc1 (configuration not stated)	nt	nt	nt	nt	7	67	nt	-7	67
Cc1nn(C(=O)c2cccnc2)c(C)c1Sc1ccc(Br)cc1	-27%	nt	nt	nt	-2	199	0%	3	137
O=C(CSc1nnc2scc(-c3ccccc3)n12)NCC1CCCO1 (configuration not stated)	9%	15	92	77	-25	103	-3%	25	103
O=S(=O)(NCCc1ccccn1)c1ccc(F)c(F)c1	15%	28	99	71	nt	nt	-6%	nt	nt
CC(C)c1nc2ccc(NC(=O)C3CCCCC3)cc2[nH]1	nt	9	88	79	-4	100	nt	4	100
CCCCCn1c(SCCc2ccccc2)nc2c1c(=O)[nH]c(=O)n2C	2%	11	67	56	9	75	23%	-9	75
CC(C)=C1C2C=CC1C1C(=O)N(c3ccc4c(c3)OCO4)C(=O)C21 (configuration not stated)	nt	7	106	99	6	164	nt	-6	164
CCc1ccc(C(=O)COC(=O)C(Cc2ccccc2)NC(=O)c2ccc(Cl)cc2)cc1 (configuration not stated)	-9%	nt	nt	nt	-2	61	15%	2	61
CCOc1cc(/C=C2\C(=O)N(Cc3ccc(C)cc3)C(C)=C2C(=O)OC)ccc1O	-12%	nt	nt	nt	5	201	-10%	-5	201
CCOC(=O)C1=C(C)NC(=O)NC1c1ccc(OC)c(CN2CCOCC2)c1 (configuration not stated)	-49%	-2	84	86	-12	121	-10%	12	121
COc1ccc(C(=O)CSc2nc3ccccc3n2CC(=O)c2ccccc2)cc1	6%	nt	nt	nt	1	199	-4%	-1	199
Oc1ccc(N2CCN(C(c3cccnc3)c3nnnn3Cc3ccccc3)CC2)cc1 (configuration not stated)	-36%	13	84	71	-1	153	10%	1	153
CCOc1ccc(N2C(=O)CC(N3CCN(C(=O)c4ccco4)CC3)C2=O)cc1 (configuration not stated)	-17%	nt	nt	nt	-15	100	-4%	15	100

One compound at a time, from the list above. Screens in order: PLAP inhibitors HTS | MRP resist rev | MRP resist rev cytotoxicity | MRP resist rev with doxorubicin | NFkB transloc inh | NFkB transloc inh cell count 2 µM | Bcl-B displacement | NFkB transloc pot | NFkB transloc pot cell count 2 µM
Profile of CC(C(N)=O)N1C(=O)c2cccc3cccc1c23 (configuration not stated) = 22% | 0 | 79 | 78 | 5 | 73 | -13% | -5 | 73
Profile of CCOC(=O)c1c(C)c(C(=O)NCCN2CCOCC2)c(C)n1CC = -32% | 16 | 103 | 87 | -2 | 126 | -9% | 2 | 126
